Bioassay records: PubChem BioAssay, National Center for Advancing Translational Sciences (NCATS)
RXFP1 ag – qHTS Assay for Agonists of the Relaxin Receptor RXFP1; Potency, µM (series often up to 57.5 µM), inactives show at the highest dose activation, actives largely listed as activators; Relaxin receptor 1 (Homo sapiens), Q9HBX9; actives 0.3% (n = 370,000); AID 2676, 2010; HEK293T-RXFP1 cAMP TR-FRET, 30 min; response scale: percent of porcine relaxin response, buffer zero; active = well fitted activation curve with a large enough effect; inconclusive = small, poorly fitted or top-dose-only effect; note: potency is the fitted concentration of half-maximal effect; % is set by controls: 0 for no effect and ±100 for the full control effect; nearly all actives have a fitted effect of over 60% in size; many of its hits are not listed in these tables
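HEK293 cells stably expressing RXFP1, treated 30 min at 37C with compounds plus PDE4 inhibitor Ro 20174; cAMP measured by HTRF TR-FRET. Normalized to buffer and 29 nM porcine relaxin; EC50 by Hill fit.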
RXFP1 antag – qHTS Assay for Antagonists of the Relaxin Receptor RXFP1 | Relaxin receptor 1 (Homo sapiens), Q9HBX9 | HEK293-RXFP1, relaxin-stimulated cAMP HTRF, 30 min; active compounds read low | activity change, negative = inhibition, % at 57.5 µM | actives 0.59% (n = 350,000);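 active = activity change of -60% or lower, but not beyond a set lower limit; inconclusive = change between -60% and -40%, or beyond the set limit; inactive = change above -40%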; note: % is set by controls: 0 for no effect and ±100 for the full control effect
D1 potentiator – Potentiators of Human D1 Dopamine Receptor: qHTS | D(1A) dopamine receptor (Homo sapiens), P21728 | HEK293 TREx D1 cells, calcium flux, dopamine EC20 potentiation | potentiation, % at 10 µM | actives 0.036% (n = 360,000); in the data active = potentiation above about 30%; note: 0% is about no effect
Target sequence (P21728 whole entry, looked up): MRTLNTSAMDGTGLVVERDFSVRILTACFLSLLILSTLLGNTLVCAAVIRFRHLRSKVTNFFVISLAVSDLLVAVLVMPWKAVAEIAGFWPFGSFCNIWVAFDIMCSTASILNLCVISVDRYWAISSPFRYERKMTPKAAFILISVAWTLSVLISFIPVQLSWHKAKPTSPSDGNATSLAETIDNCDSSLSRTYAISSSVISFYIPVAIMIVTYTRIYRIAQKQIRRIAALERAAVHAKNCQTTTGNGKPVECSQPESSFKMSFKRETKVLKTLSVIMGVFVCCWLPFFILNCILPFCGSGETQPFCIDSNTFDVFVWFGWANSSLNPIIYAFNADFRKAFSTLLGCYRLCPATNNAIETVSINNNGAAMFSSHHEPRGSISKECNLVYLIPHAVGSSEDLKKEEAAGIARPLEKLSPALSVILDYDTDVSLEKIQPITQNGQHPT
D2 agonist – HTS Assay for Allosteric Agonists of the Human D2 Dopamine Receptor: Primary Screen for Agonists. actives 0.53% (n = 340,000). D(2) dopamine receptor (Homo sapiens), P14416. AID 485358, 2010. HEK293 T-REx D2 cells, calcium flux agonist mode. activation, % at 2 µM;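 active = activation over 3 SD above normal in the single-dose calcium agonist read, cut at about 30% in these data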; note: 0% is about no effect
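Agonism scored from kinetic calcium signal (1 read/sec, 180 s) following compound pin transfer, after a 10 s baseline. Cells: HEK293 Trex line expressing inducible D2 receptor coupled to calcium, dye-loaded after overnight culture at 30 C.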
D1 antag – Antagonist of Human D 1 Dopamine Receptor: qHTS; actives 3.2% (n = 360,000); activity change, negative = inhibition, % at 10 µM; D(1A) dopamine receptor (Homo sapiens), P21728; HEK293 TREx D1 cells, calcium flux, dopamine EC80; active compounds read low; in the data active = activity change below about -30%; note: % is set by controls: 0 for no effect and ±100 for the full control effect
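HEK293 T-REx cells expressing inducible, force-coupled D1 receptor; no-wash Ca dye, 30–90 min RT. Cmpd → 180 s read at 1 Hz → EC80 DA → 180 s read.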
TRHR enhancer – qHTS for Small Molecule Agonists and Allosteric Enhancers of Human TRH Receptor: Primary Screen for Enhancers | TRHR cells, fluo-8 calcium fluorescence, EC20 TRH enhancement | actives 0.66% (n = 360,000) | enhancement, % at 2 µM | AID 493056, 2011 | Thyrotropin-releasing hormone receptor (Homo sapiens), P34981; in the data active = enhancement above about 30%; note: 0% is about no effect
Target sequence (P34981 whole entry, looked up): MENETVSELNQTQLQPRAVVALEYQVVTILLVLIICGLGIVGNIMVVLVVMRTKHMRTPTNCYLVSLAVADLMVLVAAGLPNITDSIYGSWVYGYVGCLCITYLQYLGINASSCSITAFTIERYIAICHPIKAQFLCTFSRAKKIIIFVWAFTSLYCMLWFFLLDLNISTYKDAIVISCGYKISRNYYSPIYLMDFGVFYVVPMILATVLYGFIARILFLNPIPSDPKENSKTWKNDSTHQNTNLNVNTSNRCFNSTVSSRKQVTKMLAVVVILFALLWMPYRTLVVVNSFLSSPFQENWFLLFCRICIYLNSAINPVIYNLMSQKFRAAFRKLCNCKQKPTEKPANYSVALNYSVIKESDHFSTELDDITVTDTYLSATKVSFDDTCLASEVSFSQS
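TRHR-expressing cells loaded with fluo-8 calcium dye were read kinetically (ex 480/em 530) during compound addition, then stimulated with an EC20 of TRH (10 nM final). Enhancement of the Gq-mediated intracellular calcium response was scored.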
D2 antag – HTS Assay for Allosteric Antagonists of the Human D2 Dopamine Receptor: Primary Screen for Antagonists; HEK293 TREx D2 cells, calcium flux, dopamine EC80; actives 2% (n = 340,000); inhibition, % at 10 µM; in the data active = inhibition above about 30%; note: 0% is about no effect
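Compounds are added to dye-loaded, induced HEK293 T-REx cells coupled to calcium release via D2; after a 3 min kinetic read an EC80 dopamine stimulus is given and fluorescence is recorded for 3 more min.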
D1 ag – Allosteric Agonists of the Human D1 Dopamine Receptor: qHTS. actives 1% (n = 360,000). AID 504660, 2011. D(1A) dopamine receptor (Homo sapiens), P21728. HEK293 T-REx D1 cells, calcium flux, agonist mode. activation, % at 2 µM; in the data active = activation above about 30%; note: 0% is about no effect
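Inducible HEK293 T-REx D1 cells, force-coupled to calcium signalling, were plated at 4000 cells/well with tetracycline and held overnight at 30 C. After no-wash calcium dye loading, compound-evoked calcium rise over 180 s flagged agonists.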
D2 PAM – HTS Assay for Positive Allosteric Modulators of the Human D2 Dopamine Receptor: Primary Screen for Potentiators; D(2) dopamine receptor (Homo sapiens), P14416; HEK293 T-REx D2, calcium flux, EC20 dopamine potentiation; actives 0.34% (n = 340,000); AID 485347, 2010; potentiation, % at 10 µM;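 active = potentiation over 3 SD above the plate norm, cut at about 30% in these data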; note: 0% is about no effect
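Tetracycline-induced Hek293 Trex D2 cells, force-coupled to calcium, loaded with no-wash calcium dye. Compound added with 180 s kinetic read for agonism, then EC20 dopamine and a further 180 s read for potentiation.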
Starred values were filed as active, the others as inactive; ? = inconclusive; / = not tested or not shown.

Assay codes: A = RXFP1 ag; B = RXFP1 antag; C = D1 potentiator; D = D2 agonist; E = D1 antag; F = TRHR enhancer; G = D2 antag; H = D1 ag; I = D2 PAM
1	CC1Cc2nc(SCC(=O)N3CCCC3)n(C)c(=O)c2S1 (configuration not stated)
  A: 0.9%	B: 4	C: 4	D: -0.3	E: 1	F: -9	G: 0	H: 1	I: 6

2	O=S(=O)(c1ccc(Cl)nc1)N1CCCc2ccccc21
  A: -0.8%	B: 5	C: -1	D: -2.4	E: -27	F: 5	G: 6	H: 11	I: 0

3	Cc1ccc(C(=O)NC2CCN(C(=O)NC3CCCCC3)CC2)cc1
  A: 0.6%	B: -10	C: -8	D: -0.2	E: -10	F: -4	G: 5	H: -1	I: 2

4	Cc1ccc(NC(=O)CN(C)C(=O)COc2cc(F)ccc2[N+](=O)[O-])cc1
  A: 2.7%	B: -1	C: -4	D: -0.6	E: -2	F: -7	G: 62*	H: 3	I: -19

5	Cc1ccc(Cl)cc1NC(=O)CSc1nc2ccccc2c2nc(-c3ccccc3)nn12
  A: 0.0%	B: 5	C: -3	D: 0.6	E: 17	F: 5	G: /	H: 4	I: 21

6	O=C(NNC(=S)NC1CCCCC1)c1sc2ccccc2c1Cl
  A: 0.2%	B: -8	C: -10	D: -0.3	E: 2	F: 1	G: -19	H: 3	I: -19

7	CCCCCCN(C(=O)CCCCCN1C(=O)NC(c2ccc(-c3ccccc3)cc2)C(C(=O)OCc2ccccc2)=C1C)C(C(=O)NCCCC)c1ccc(OCC(=O)OC)cc1 (configuration not stated)
  A: 2.4%	B: /	C: 0	D: 4.1	E: 18	F: 0	G: 5	H: 11	I: -3

8	Cc1c(C(=O)OC2CCC(C)CC2)[nH]c2c1C(=O)CC(c1ccc(N(C)C)cc1)C2 (configuration not stated)
  A: 4.8%	B: -12	C: -4	D: 0.5	E: -14	F: -2	G: /	H: 0	I: -10

9	CC(C)(C)c1nc(N2CCN(C(=O)c3ccco3)CC2)c2nnn(Cc3ccccc3)c2n1
  A: 0.8%	B: -9	C: -3	D: 0.0	E: -11	F: -9	G: -6	H: 0	I: -15

10	CC(Oc1ccc(Cl)cc1Cl)C(=O)Nc1cccc(O)c1 (configuration not stated)
  A: 1.5%	B: 5	C: /	D: 0.6	E: -17	F: -3	G: 10	H: 4	I: 1

Marked active in D2 antag (from the list above):
| item | canonical_smiles | RXFP1 antag | D1 potentiator | D1 antag | TRHR enhancer | D2 antag | D1 ag | D2 PAM |
| --- | --- | --- | --- | --- | --- | --- | --- | --- |
| 4 | Cc1ccc(NC(=O)CN(C)C(=O)COc2cc(F)ccc2[N+](=O)[O-])cc1 | -1 | -4 | -2 | -7 | 62* | 3 | -19 |

Carrying on:
Assay codes: A = RXFP1 ag; B = RXFP1 antag; C = D1 potentiator; D = D2 agonist; E = D1 antag; F = TRHR enhancer; G = D2 antag; H = D1 ag; I = D2 PAM
11	Cc1cccc(CNC(=O)CN2CC(C)Sc3ccccc32)c1 (configuration not stated)
  A: 1.7%	B: /	C: 2	D: -0.9	E: -12	F: -8	G: /	H: 0	I: -7

12	Cc1ccc(-c2nn(C)c(=O)c3ccccc23)cc1S(=O)(=O)NCCCN(C)C
  A: 7.0%	B: 9	C: 1	D: 0.7	E: 7	F: 9	G: /	H: 1	I: 3

13	CN(C)Cc1nc2ccccc2c(=O)n1Cc1nc(C(C)(C)C)cs1
  A: -0.3%	B: ?	C: 2	D: 0.4	E: 16	F: 9	G: -4	H: 2	I: 13

14	Cc1ccc(C)c(OCCC(=O)OCC(=O)NC2CC2)c1
  A: -0.1%	B: 7	C: 1	D: 0.7	E: -20	F: 6	G: 2	H: 3	I: 6

15	Cc1cc(C)cc(N2C(N)=NC(N)=NC2c2cccc(Cl)c2)c1 (configuration not stated)
  A: 1.8%	B: 11	C: -10	D: 0.0	E: 2	F: -3	G: 14	H: 4	I: -5

16	COC(=O)c1ccccc1NC(=O)CSc1nnc(C(CO)NC(=O)c2ccccc2Cl)n1C (configuration not stated)
  A: -0.3%	B: 9	C: 4	D: -0.4	E: 8	F: 0	G: 3	H: 1	I: -2

17	CNc1cnn(-c2ccccc2)c(=O)c1Cl
  A: 1.2%	B: 0	C: -1	D: 0.5	E: -71*	F: 1	G: 12	H: 2	I: 7

18	COC(=O)Sc1nnc(-c2ccc(Br)cc2)o1
  A: ?	B: /	C: -2	D: -0.1	E: -4	F: 12	G: 10	H: 2	I: 5

19	O=P(Cc1ccccc1O)(c1ccccc1)c1ccccc1
  A: 0.4%	B: -11	C: 3	D: -1.3	E: -2	F: -3	G: -21	H: 0	I: 11

20	COc1ccc(CNC(=O)C(C)N(Cc2ccccc2OC)C(=O)c2snc(C(N)=O)c2N)cc1 (configuration not stated)
  A: 3.3%	B: -5	C: -4	D: -1.4	E: 16	F: 2	G: 1	H: 3	I: 1

Structures from the list above that contain a tert-butyl group:
Assay codes: A = RXFP1 ag; B = RXFP1 antag; C = D1 potentiator; D = D2 agonist; E = D1 antag; F = TRHR enhancer; G = D2 antag; H = D1 ag; I = D2 PAM
9	CC(C)(C)c1nc(N2CCN(C(=O)c3ccco3)CC2)c2nnn(Cc3ccccc3)c2n1
  A: 0.8%	B: -9	C: -3	D: 0.0	E: -11	F: -9	G: -6	H: 0	I: -15

13	CN(C)Cc1nc2ccccc2c(=O)n1Cc1nc(C(C)(C)C)cs1
  A: -0.3%	B: ?	C: 2	D: 0.4	E: 16	F: 9	G: -4	H: 2	I: 13

Continuation.
Assay codes: A = RXFP1 ag; B = RXFP1 antag; C = D1 potentiator; D = D2 agonist; E = D1 antag; F = TRHR enhancer; G = D2 antag; H = D1 ag; I = D2 PAM
21	Nc1nnc(CSCc2cccc(Br)c2)s1
  A: 0.9%	B: -15	C: -3	D: -0.2	E: -2	F: 6	G: -1	H: 2	I: -4

22	C[C@@]12C(=O)Nc3ccc(Cl)cc3C(=O)N1[C@H]1c3ccccc3OC[C@@H]1[C@@H]2c1ccccc1
  A: -0.8%	B: /	C: -1	D: 0.7	E: -1	F: -7	G: -13	H: 1	I: 5

23	Cc1ccccc1Cn1c(=O)n(Cc2ccc3c(c2)OCO3)c(=O)c2oc3ccccc3c21
  A: ?	B: 5	C: 1	D: 0.8	E: -7	F: -5	G: /	H: 0	I: -4

24	COc1cc(-c2nc3sccn3c2Nc2c(C)cccc2C)ccc1O
  A: 0.1%	B: -9	C: 0	D: /	E: -8	F: 4	G: /	H: 2	I: 3

25	COCCNC(=O)c1ccc2c(c1)ncn2-c1cccc(C)c1
  A: 0.6%	B: 1	C: -5	D: 0.0	E: -25	F: -6	G: 22	H: 1	I: -9

26	Cc1ccc(C)c(N(CC(=O)NC2CCCC2)C(=O)CCCC(=O)Nc2ccccn2)c1
  A: 5.0%	B: -16	C: -2	D: 0.1	E: 2	F: 13	G: -7	H: 2	I: 5

27	COC(=O)Cc1ccc(NC(=S)N2CCC(Cc3ccccc3)CC2)cc1
  A: -0.1%	B: -17	C: -7	D: 0.3	E: -32*	F: -3	G: -3	H: 1	I: 5

28	NNC(=O)c1csc(-c2ccccc2)n1
  A: 1.9%	B: -7	C: -6	D: 0.0	E: -17	F: -1	G: 5	H: 1	I: -8

29	CCCCC(=O)NC(c1ccc(Cl)cc1Cl)c1ccc2cccnc2c1O (configuration not stated)
  A: -1.8%	B: -37	C: -1	D: 1.5	E: -6	F: -1	G: 17	H: 8	I: 11

30	Cc1cc(/C=C2/NC(=O)NC2=O)c(C)n1-c1ccc(N2CCOCC2)cc1
  A: -0.6%	B: ?	C: 3	D: 0.1	E: -3	F: 9	G: -11	H: 2	I: 8

31	CC(/C=C/c1ccccc1)=N\NC(=S)NC(C)C
  A: -0.4%	B: -17	C: -4	D: 31*	E: 4	F: -2	G: 2	H: 4	I: -17

32	O=C(O)CCCCCN1C(=O)C(O)=C(C(=O)/C=C/c2ccccc2)C1c1cccc([N+](=O)[O-])c1 (configuration not stated)
  A: 0.7%	B: 2	C: -3	D: 0.4	E: 2	F: 0	G: 2	H: 1	I: 6

33	CC(C)C(=O)Nc1nnc(S(=O)(=O)N(C)Cc2ccc(F)cc2)s1
  A: 0.8%	B: -6	C: -2	D: 0.4	E: -7	F: 2	G: /	H: 1	I: 5

34	NC(=O)CC(NC(=O)Cc1ccc(Br)cc1)c1ccc(NCCOc2ccccc2)c([N+](=O)[O-])c1 (configuration not stated)
  A: 0.0%	B: /	C: -4	D: 0.8	E: -19	F: 1	G: -3	H: 8	I: -2

35	CCc1nnc(SCC(=O)N2CCCC(N3CCN(c4ccccc4C)CC3)C2)o1 (configuration not stated)
  A: -0.7%	B: -7	C: -3	D: -0.1	E: 2	F: -5	G: 21	H: 1	I: -8

36	CCOC(=O)c1c(NC(NC(C)=O)C(Cl)(Cl)Cl)sc(C(C)=O)c1C (configuration not stated)
  A: -2.7%	B: 5	C: -2	D: /	E: 8	F: 0	G: /	H: 4	I: /

37	COc1ccc([N+](=O)[O-])cc1N(CC(O)CN(CC(C)C)CC(C)C)S(=O)(=O)c1ccccc1 (configuration not stated)
  A: -4.0%	B: 0	C: -2	D: -1.1	E: -4	F: -2	G: 11	H: 5	I: -6

38	O=C(N/N=C/C=C/c1ccco1)c1ccncc1
  A: -3.4%	B: -30	C: -2	D: 0.0	E: 19	F: 1	G: -5	H: 1	I: -4

39	Cc1c(CCC(=O)NCC(=O)NCC(=O)O)c(=O)oc2cc3oc4c(c3cc12)CCCC4
  A: -0.5%	B: -10	C: 3	D: -1.8	E: 6	F: 0	G: -2	H: 0	I: -8

40	Cc1ccc(Cn2c(SCc3ccc(C(=O)N4CCCCCC4)cc3)nc3ccncc32)cc1
  A: 12%	B: -21	C: -4	D: /	E: -19	F: -10	G: /	H: 0	I: 1

41	Cc1ccc(C)c(OCC(=O)O/N=C(\N)c2cccc([N+](=O)[O-])c2)c1
  A: -1.4%	B: -1	C: 13	D: 0.5	E: -16	F: -4	G: 1	H: 14	I: 2

An excerpt; count on the stated rates, not on these rows.
